Screens from PubChem.
miR-122 sensor = blocks miR-122 activity in Huh7 sensor cells; actives 0.3% (n = 340,000); activation (reporter increase), % at 12.5 µM; Huh7 miR-122 Renilla luciferase sensor, 48 h; neutral wells = 0, positive control = 100;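 active = mean replicate activation score at least 90 and every replicate individually at or above 90; inconclusive = only one of the two criteria met; inactive = neither criterion met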;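 also: higher luciferase means less miR-122 activity so hits act as miR-122 inhibitors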
CASP6 VEID inh = inhibitors of human caspase-6; P55212; purified caspase-6, Z-VEID-R110 cleavage fluorescence; inhibition, % at 12.5 µM; actives 0.53% (n = 350,000);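 active = mean inhibition across replicates at least about 35%, with every replicate also reaching that limit, limit read from the data; inconclusive = only one of the two criteria met; inactive = neither criterion met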;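 also: 0% = median of neutral control wells and 100% = no fluorescence left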
Target sequence (P55212 24-179 limits assumed): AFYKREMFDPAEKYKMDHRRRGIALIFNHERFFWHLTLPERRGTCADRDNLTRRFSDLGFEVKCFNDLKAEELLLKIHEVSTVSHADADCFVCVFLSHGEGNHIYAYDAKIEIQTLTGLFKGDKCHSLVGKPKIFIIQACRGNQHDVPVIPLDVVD
Target sequence (P55212 194-293 limits assumed): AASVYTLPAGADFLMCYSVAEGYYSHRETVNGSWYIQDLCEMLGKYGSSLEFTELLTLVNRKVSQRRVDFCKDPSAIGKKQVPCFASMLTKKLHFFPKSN
ERp5 block = ERp5 (human) disulfide isomerase inhibition; Q15084; ERp5 insulin aggregation, absorbance 650 nm, 90 min; inhibition, % at 9.99 µM; actives 0.05% (n = 350,000);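 active = mean replicate inhibition above about 25%, with every replicate also reaching it, limit read from the data, passing the limit was not always enough; inconclusive = only one of those two criteria met; inactive = neither criterion met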
Target sequence (Q15084 whole entry, looked up): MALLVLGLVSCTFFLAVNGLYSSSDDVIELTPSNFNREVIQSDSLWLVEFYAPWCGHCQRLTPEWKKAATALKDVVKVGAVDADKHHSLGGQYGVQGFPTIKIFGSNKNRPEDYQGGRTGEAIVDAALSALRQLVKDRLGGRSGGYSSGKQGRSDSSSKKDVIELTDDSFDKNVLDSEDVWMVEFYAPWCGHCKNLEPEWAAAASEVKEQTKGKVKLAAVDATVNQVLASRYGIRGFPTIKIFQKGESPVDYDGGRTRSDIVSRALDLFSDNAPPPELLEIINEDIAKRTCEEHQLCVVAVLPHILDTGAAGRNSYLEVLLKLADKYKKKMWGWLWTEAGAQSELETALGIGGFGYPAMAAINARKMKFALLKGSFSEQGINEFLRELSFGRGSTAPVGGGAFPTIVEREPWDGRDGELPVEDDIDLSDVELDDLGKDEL
ERAP1 inh = inhibitors of human ERAP1 aminopeptidase | Q9NZ08 | recombinant ERAP1, Leu-AMC fluorescence, 60 min | inhibition, % at 10.7 µM | actives 0.15% (n = 340,000);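 active = mean replicate inhibition of at least 30%, or all replicates individually reaching that 30% level; inactive = mean below 30% and not every replicate reaching it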;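 also: 0% = neutral control wells and 100% = L-leucinethiol positive control wells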
DENV2 CPE = DENV2-induced cell death inhibition | CPE inhibition, % at 9.99 µM | AID 651640 | DENV2-infected cells, cytopathic effect rescue, plate reader | actives 1.7% (n = 350,000); in the data active = CPE inhibition above about 20%, passing the limit was not always enough; inconclusive = no clear call, values can overlap the other calls; tested in BHK-21 cells;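 also: 0% = median of neutral control wells and 100% = median of positive control wells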
F508del corr = correctors of CFTR F508del function in bronchial epithelial cells. activity (quench increase), % at 7.58 µM. CFBE cells, YFP halide quenching; stimulated with forskolin plus potentiator P3; % fluorescence drop versus neutral controls. actives 0.36% (n = 350,000). AID 720511;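 active = mean added fluorescence quench of at least 8% versus neutral control, with both replicates also reaching 8%; inconclusive = only one of the mean or replicate conditions met; inactive = mean below 8% and not both replicates reaching 8%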;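 also: cells transiently co-express mutant CFTR-F508del with the halide-sensitive YFP; corrector assay measuring rescue of mutant channel to the surface after 24 h compound exposure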
SIRT5 inh = inhibitors of human sirtuin-5 desuccinylase | Q9NXA8 | Purified SirT5, succinyl-peptide AMC, trypsin-coupled fluorescence | inhibition, % at 15 µM | actives 1.1% (n = 330,000) | AID 652115; in the data active = inhibition above about 15%; inconclusive = no clear call, values can overlap the other calls
Target sequence (Q9NXA8 whole entry, looked up): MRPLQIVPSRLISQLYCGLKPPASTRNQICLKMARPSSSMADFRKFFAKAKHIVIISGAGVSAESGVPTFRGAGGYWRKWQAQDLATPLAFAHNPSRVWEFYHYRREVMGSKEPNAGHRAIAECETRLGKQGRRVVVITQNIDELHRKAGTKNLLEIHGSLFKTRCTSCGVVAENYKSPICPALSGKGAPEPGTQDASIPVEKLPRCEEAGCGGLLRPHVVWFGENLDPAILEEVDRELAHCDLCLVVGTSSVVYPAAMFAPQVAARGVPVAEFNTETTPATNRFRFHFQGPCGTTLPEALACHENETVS
* hit, by the source's call; ? = inconclusive; . = no result given; [ ] = another dose, or the depositor's remark.

nr	Compound	miR-122 sensor	CASP6 VEID inh	ERp5 block	ERAP1 inh	DENV2 CPE	F508del corr	SIRT5 inh
1	C[C@@H](NC(=O)C[C@@H]1CC[C@@H]2[C@@H](COc3ccc(NS(=O)(=O)c4ccc(Cl)cc4)cc3C(=O)N2C)O1)c1ccccc1	-2[16.7 µM]	0	0	3	-2	0.3	-1
2	C[C@H](NC(=O)c1nc[nH]c1C(=O)N[C@@H](C)c1ccccc1)C(=O)OC(C)(C)C	.	-1	3	-1	9	5.9	.
3	O=C(CCN1CCCCC1)NCC[C@H]1CC[C@H](NC(=O)C2CCOCC2)[C@@H](CO)O1	.	-1	-2	3	4	-0.1	1
4	CO[C@H]1CN(C)C(=O)c2cc(NC(=O)c3ccc(F)cc3)ccc2OC[C@@H](C)N(C)C[C@H]1C	1[16.7 µM]	0	2	-1	-1	.	-3
5	COc1ccc(/C=N/NC(=O)c2ccn[nH]2)cc1Cn1cc([N+](=O)[O-])cn1	.	3	-2	1	3	.	2
6	CCOC(CNC(=O)c1ccc2c(c1)ncn2-c1ccc(F)c(F)c1)OCC	-5	-3	5	-7	-2	-1.3	-3
7	Cc1ccc(-c2ccc([C@H]3[C@H](CO)N4C(=O)CN(C(=O)Cc5ccccn5)C[C@@H]34)cc2)cc1	.	1	-1	-2	-5	-3.0	3
8	C[C@H](CO)N1C[C@H](C)[C@H](CN(C)S(=O)(=O)c2cccs2)Oc2ccc(NC(=O)Cc3ccccc3)cc2CC1=O	17[16.7 µM]	5	-2	-1	9	-0.7	5
9	Cc1onc(-c2c(F)cccc2Cl)c1C(=O)NCc1ccccc1	2	1	0	-3	-6	0.1	-2
10	O=C(Cc1ccccn1)NCC[C@H]1CC[C@H](NS(=O)(=O)c2ccc(Cl)cc2)[C@H](CO)O1	.	5	2	-4	6	1.3	2
11	COc1cc(CNCCO)ccc1OCC(=O)Nc1ccc(Br)cc1	6	-2	2	3	.	.	2
12	COc1ccccc1Cc1c(-c2ccc(F)cc2)nc2ccc(C)cn12	.	3	-5	2	-10	1.0	-8
13	O=C(C[C@H]1CC[C@H](NC(=O)Nc2cc(F)ccc2F)[C@@H](CO)O1)Nc1ccc(-c2ccccc2)cc1	.	2	1	2	18	-3.4	-2
14	O=C(COC(=O)C1CC2CCCC(C1)C2=O)NC(=O)c1ccccc1 (stereo not given)	0	1	-2	-2	4	-0.2	1
15	N#C[C@H]1[C@@H](c2ccccc2C2=CCCC2)[C@H](CO)N1S(=O)(=O)c1cccc(F)c1	.	1	5	-2	2	-0.5	0
16	C[C@H](CO)N1C[C@H](C)[C@@H](CN(C)C(=O)NC2CCCCC2)Oc2ccc(NC(=O)Nc3ccc(F)cc3)cc2C1=O	-1[16.7 µM]	0	3	4	-11	1.3	2
17	O=C(NCc1ccccc1)c1ccc(N2CCC3(CC2)CC(c2ccc(Cl)cc2)=NO3)c([N+](=O)[O-])c1	-8	-6	7	-4	-2	0.2	7
18	CCCCn1c(N)c(N(CC)C(=O)c2cccs2)c(=O)[nH]c1=O	-1	1	1	-2	-6	2.0	-4
19	O=C(COc1ccc(=O)n(-c2ccccc2)n1)Nc1ccccc1	.	0	9	1	3	-4.5	0
20	O=C(O)c1cccnc1-c1ncccc1C(=O)O	-6	2	-3	5	.	.	-4
21	Cc1ccc(CN(C(=O)c2ccco2)C(C(=O)NC2CCCC2)c2cccnc2)cc1 (stereo not given)	0	-3	3	-1	-4	-5.1	-2
22	CNC[C@H]1OCCCC[C@@H](C)Oc2ccc(NS(=O)(=O)c3ccc(C)cc3)cc2C(=O)N([C@@H](C)CO)C[C@H]1C	-3[16.7 µM]	-2	1	-15	-13	0.4	4
23	O=[N+]([O-])c1nn(-c2ccc3c(c2)OCCO3)n(O)c1=NCc1ccccc1Cl	0	1	-3	2	-5	-0.6	-3
24	CO[C@@H]1CN(C)C(=O)c2ccc(NC(=O)NC(C)C)cc2OC[C@@H](C)N(C(=O)NC(C)C)C[C@@H]1C	1[16.7 µM]	-6	7	1	0	1.7	-3
25	C=CCn1c(N)cc(=O)nc1SCC(=O)N1CCN(c2ccc(F)cc2)CC1	-3	0	-1	14	2	-0.3	9
26	Nc1nnc(-c2cccc(F)c2)s1	.	-1	6	-1	1	0.7	4
27	COc1ccccc1NC(=O)Cn1cnc2sc(C(=O)Nc3cc(OC)c(OC)c(OC)c3)c(C)c2c1=O	-5	1	1	-4	4	-0.4	2
28	CC(C)(C)c1ccc(C(=O)NCCC(=O)N2CCCC2)cc1	-2	1	-3	0	4	-0.4	2
29	COc1ccc(-c2nc(CS(=O)CC(=O)NCc3ccc(Cl)cc3)c(C)o2)cc1 (stereo not given)	1	1	1	3	0	5.8	-2
30	O=C(C1CCOCC1)N1CC(=O)N2[C@@H](CO)[C@H](c3ccc(Br)cc3)[C@@H]2C1	.	-2	-4	1	4	-1.1	-1
31	COC(=O)C1=C(C)NC(C)=C(C(=O)OC(C)C)C1c1cccc2nonc12 (stereo not given)	-2	8	3	0	-2	-0.5	-2
32	CC1CCCN(C(=O)c2ccc([N+](=O)[O-])o2)C1 (stereo not given)	.	3	1	3	5	1.6	-5
33	O=C(CN1C(=O)NC2(CCCCCC2)C1=O)Nc1ccc(Br)cc1Br	-2	2	14	1	-6	2.6	-1
34	COc1cc2c(cc1OC)CN(CCOc1ccc(Br)cc1)CC2	4	-3	-6	0	-3	-1.1	-6
35	O=C(Nc1ccccc1Cl)c1cc(C2CCCN(S(=O)(=O)c3cccs3)C2)on1 (stereo not given)	-6	-2	7	-5	1	-0.1	0
36	C[C@H]1CN([C@@H](C)CO)C(=O)c2cc(NC(=O)CCCN(C)C)ccc2O[C@@H]1CN(C)Cc1ccc(-c2ccccc2)cc1	1[16.7 µM]	2	-3	-1	-3	1.9	1
37	Cc1cc(S(=O)(=O)N(Cc2ccccn2)Cc2ccco2)ccc1-n1cnnn1	52	-3	12	0	5	-2.4	-5
38	CC1CN(S(=O)(=O)c2cccc(C(=O)Nc3cc(Cl)ccc3N3CCOCC3)c2)CC(C)O1 (stereo not given)	-7	4	-2	2	1	20*	-1
39	Cc1ccccc1NC(=S)/C(=C(\[O-])c1cc(C)n(Cc2ccccc2Cl)c1C)[n+]1ccccc1	.	4	6	2	-2	0.7	-9
40	COCC(=O)N1[C@@H](CO)[C@H](c2ccccc2)C12CN(C(=O)NC1CCCCC1)C2	.	-1	-6	2	-11	-0.6	10
41	CC1=C(C(=O)N2CCOCC2)CC(CC(=O)NC(c2ccccc2)c2ccccc2)C(=O)N1Cc1ccc(F)cc1 (stereo not given)	-1	-1	2	.	-3	-3.5	-4
42	O=S(=O)(c1cccc2cccnc12)N1CCN(c2ccccc2)CC1	4	5	-7	-2	-2	-2.8	0
43	COc1ccc(S(=O)(=O)n2[nH]c(=O)c(CCO)c2C)c([N+](=O)[O-])c1	5	4	0	3	.	2.0	0
44	Cc1ccc(-c2nc(C)c(C(=O)O)s2)cc1	.	0	-1	1	7	-2.6	3
45	CNc1cncc(-c2ccc(OC)cc2)n1	-5	1	-3	-10	0	2.9	-33
46	CCCS(=O)(=O)NC(=O)C1(C)CCN(C(=O)c2ccccc2OC(F)(F)F)C1 (stereo not given)	-5	1	-4	1	?	-3.3	-1
47	COc1ccc(CN2[C@@H]3CN(C(=O)CC(F)(F)F)c4ccccc4[C@@H]3[C@@H]2CO)cc1	4[16.7 µM]	1	7	0	7	-2.0	-2
48	Cc1ccccc1N(CC(=O)NC(C)(C)C)C(=O)CCC(=O)Nc1nccs1	6	0	-2	-2	?	-0.7	-1
49	CCC(CC)NC(=O)COC(=O)c1ccc(OCc2ccc(C(C)=O)cc2OC)c(OC)c1	-1	-3	3	-3	0	.	-2
50	C/C(Nc1cccc(F)c1)=C(/C#N)C(N)=O	.	0	-2	9	6	-2.0	1
51	O=C(O)/C(=C\c1ccc(Cl)cc1)c1ccc(S(=O)(=O)N2CCCC2)s1	-6	9	3	1	?	5.2	2
52	O=C1OC(C(Cl)(Cl)Cl)Nc2ccccc21 (stereo not given)	.	16	5	1	3	1.7	-8
53	Cc1ccc(-c2noc(C3CCCN(C(=O)c4cccc(F)c4)C3)n2)cc1 (stereo not given)	0	0	7	-5	-3	3.5	0
54	CC(C)(C)OC(=O)N[C@@H](C(=O)OC(C)(C)C)c1ccc2c(c1)OCO2	4	0	6	0	-11	-1.3	-3
55	Cc1ccc(N2CCN(C(=O)c3cc(-c4ccc(F)cc4)[nH]c3C)CC2C)cc1 (stereo not given)	.	2	4	-2	2	-0.5	-4
56	CC(C)(C)Cc1c(-c2ccc(Br)cc2)nc2ccc(Br)cn12	6	-1	1	3	101*	-2.3	4
57	Cn1[nH]c(-c2ccccc2)c(/C=N/O)c1=O	0	9	5	1	.	1.5	-7
58	N#Cc1cccc(NC(=O)CNc2cccc(S(=O)(=O)N3CCCCC3)c2)c1	-6	6	0	0	-7	-2.0	2
59	CC(C)OC(=O)CSc1nc2c(c(C3CC=CCC3)c1C#N)CCC2 (stereo not given)	7	1	1	-2	9	-0.2	2
60	CC(C)NC(=O)N[C@H]1CC[C@H](CC(=O)NC2Cc3ccccc3C2)O[C@H]1CO	-6[16.7 µM]	2	-6	3	-2	0.0	2
61	CCN1CCN(CCCNC(=O)c2cc3c(s2)-c2ccccc2OC3)CC1	2	-19	-4	54*	6	1.3	-64
62	COc1ccc(NC(=O)CN(C)CC(=O)Nc2ccc(Cl)cc2[N+](=O)[O-])cc1	0	-3	-2	6	.	0.6	-3
63	Cc1cc(C)c(NC(=O)C2CC(=O)N(C3CCCC3)C2)c(C)c1 (stereo not given)	-9	0	-1	0	13	1.5	-6

Filtered by structure, those above containing an aryl methoxy group.
nr	Compound	miR-122 sensor	CASP6 VEID inh	ERp5 block	ERAP1 inh	DENV2 CPE	F508del corr	SIRT5 inh
5	COc1ccc(/C=N/NC(=O)c2ccn[nH]2)cc1Cn1cc([N+](=O)[O-])cn1	.	3	-2	1	3	.	2
11	COc1cc(CNCCO)ccc1OCC(=O)Nc1ccc(Br)cc1	6	-2	2	3	.	.	2
12	COc1ccccc1Cc1c(-c2ccc(F)cc2)nc2ccc(C)cn12	.	3	-5	2	-10	1.0	-8
27	COc1ccccc1NC(=O)Cn1cnc2sc(C(=O)Nc3cc(OC)c(OC)c(OC)c3)c(C)c2c1=O	-5	1	1	-4	4	-0.4	2
29	COc1ccc(-c2nc(CS(=O)CC(=O)NCc3ccc(Cl)cc3)c(C)o2)cc1 (stereo not given)	1	1	1	3	0	5.8	-2
34	COc1cc2c(cc1OC)CN(CCOc1ccc(Br)cc1)CC2	4	-3	-6	0	-3	-1.1	-6
43	COc1ccc(S(=O)(=O)n2[nH]c(=O)c(CCO)c2C)c([N+](=O)[O-])c1	5	4	0	3	.	2.0	0
45	CNc1cncc(-c2ccc(OC)cc2)n1	-5	1	-3	-10	0	2.9	-33
47	COc1ccc(CN2[C@@H]3CN(C(=O)CC(F)(F)F)c4ccccc4[C@@H]3[C@@H]2CO)cc1	4[16.7 µM]	1	7	0	7	-2.0	-2
49	CCC(CC)NC(=O)COC(=O)c1ccc(OCc2ccc(C(C)=O)cc2OC)c(OC)c1	-1	-3	3	-3	0	.	-2
62	COc1ccc(NC(=O)CN(C)CC(=O)Nc2ccc(Cl)cc2[N+](=O)[O-])cc1	0	-3	-2	6	.	0.6	-3
